PglD DTNB: PglD (C. jejuni) enzyme inhibition. purified PglD enzyme, DTNB colorimetric CoA detection. inhibition, % at 12.5 µM. actives 0.098% (n = 360,000); in the data active = inhibition above about 16%, passing the limit was not always enough; also: strong numbers were not always called active
Statin myotox sup: suppression of simvastatin myotoxicity; AID 602340; rescue of ATP level, % at 7.49 µM; C2C12 myotubes + simvastatin, ATP luminescence, 48 h; scaled: DMSO 0, geranylgeraniol control 100; actives 0.78% (n = 330,000);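 active = mean ATP rescue above about 67%, or every replicate alone reaching that limit, limit read from the data, passing the limit was not always enough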;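 also: myotubes were challenged with 10 µM simvastatin during compound exposure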
miR-122 sensor: miR-122 inhibition in Huh7 cells; actives 0.3% (n = 340,000); activation (reporter increase), % at 12.5 µM; AID 602342; Huh7 miR-122 Renilla luciferase sensor, 48 h; neutral wells = 0, positive control = 100;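 active = mean replicate activation score at least 90 and every replicate individually at or above 90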;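 also: higher luciferase means less miR-122 activity so hits act as miR-122 inhibitors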
PGC1a acetyl inh: PGC1a acetylation modulation, inhibitor mode; U2OS PGC1a acetylation, AlphaScreen anti-acetyl-lysine; with virally co-expressed GCN5 acetyltransferase; AID 651687; inhibition, % at 15.6 µM; actives 0.17% (n = 350,000);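 active = every replicate shows inhibition of at least 40%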;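 also: 0% = neutral control wells and 100% = positive control wells; some results beyond the cut were filed as inactive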
FN deposit inh: fibronectin deposition inhibition; AH1F fibroblasts, Alexa488-fibronectin deposition fluorescence, overnight; inhibition, % at 12.6 µM; actives 0.086% (n = 350,000);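 active = mean inhibition across replicates of 30% or more, regardless of how many single replicates reach that level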;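 also: positive control wells lacked labelled fibronectin entirely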
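Schedule: 1 h cell adhesion before compound, then overnight fibronectin incubation; test system: AH1F fibroblast monolayer depositing Alexa488-labelled fibronectin into matrix; quantity: 10000 AH1F cells per well; probe or stimulus: fluorescent fibronectin at 24 nM final; signal: fluorescence, ex 485 nm, em 525 nm; evaluation: percent inhibition as loss of matrix-bound fibronectin fluorescence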
INS-1E GSIS act: primary screen for activators of insulin secretion dependent on glucose, INS-1E cells, GLuc reporter luminescence; activation, % at 16.6 µM; INS-1E GLuc reporter insulin secretion, 2-3 h; actives 0.61% (n = 370,000);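 active = lowest replicate activation of at least 40%, so every replicate reaches that level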;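 also: 0% = median of neutral control wells and 100% = median of IBMX positive control wells; some compounds called inactive have numbers as strong as hits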
Cneo AK release: Cryptococcus neoformans lysis via adenylate kinase release. lysis activity, % at 15 µM. C. neoformans lysis, adenylate kinase release luminescence, 4 h; normalised: neutral wells 0, clomiphene wells 100. actives 0.2% (n = 360,000);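 active = mean lysis activity across replicates of at least 80%, whatever share of replicates individually reach that level; inactive = mean lysis activity below 80%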
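Material – log-phase Cryptococcus neoformans yeast cells · Input – 5 × 10^6 yeast cells/mL · Medium – fresh YPD growth medium · Doses – single compound concentration per well · Timing – static 4 h at 37 °C with compound, 1 h detection · Detection – adenylate kinase release luminescence · Read-out – signal increase indicating cell lysis · Control set – Clomiphene as positive lysis control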
CFTR F508del cor: CFTR F508del correction in bronchial cells | activity (quench increase), % at 7.58 µM | CFBE cells, YFP halide quenching; stimulated with forskolin plus potentiator P3; % fluorescence drop versus neutral controls | actives 0.36% (n = 350,000);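 active = mean added fluorescence quench of at least 8% versus neutral control, with both replicates also reaching 8%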;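 also: cells transiently co-express mutant CFTR-F508del with the halide-sensitive YFP; corrector assay measuring rescue of mutant channel to the surface after 24 h compound exposure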
Starred values were filed as active, the others as inactive; · = no result given; [ ] = dose if it differs, or a comment. An unsorted share of the library. Share with any hit: about 2.1%.

SMILES | PglD DTNB | Statin myotox sup | miR-122 sensor | PGC1a acetyl inh | FN deposit inh | INS-1E GSIS act | Cneo AK release | CFTR F508del cor
Cc1noc(C)c1S(=O)(=O)Nc1cccc2c1O[C@H](CN(C)S(=O)(=O)c1ccc(Cl)cc1)[C@H](C)CN([C@@H](C)CO)C2=O | 0 | -14 | -1[16.7 µM] | 9 | -1 | -16 | 0 | 1.0
O=C(C1CCCN(S(=O)(=O)c2ccccc2)C1)N1CCN(c2ccccc2)CC1 (stereo not drawn) | 2 | -2 | 3 | -13 | · | -7 | 1 | -1.8
CC1N(C(=O)N(C)C)CCN1S(=O)(=O)c1ccccc1 (stereo not drawn) | 0 | 0 | -6 | -11 | -13 | 2 | -1 | -0.3
COC(=O)C[C@@H]1CC[C@@H]2[C@H](COC[C@@H](O)CN2C(=O)Nc2cccc(F)c2)O1 | 3 | 4 | -3[16.7 µM] | -5 | -7 | -6 | -3 | 0.2
NC(=O)c1cccc(-c2coc3c(C(=O)NC4CCCCC4)cccc23)c1 | -1 | -10 | 2 | 8 | 9 | -15 | 7 | -1.2
CCCS(=O)(=O)NC(=O)C1(C)CCN(C(=O)c2cccc(C)c2C)C1 (stereo not drawn) | -3 | 1 | -11 | 14 | -3 | 9 | 6 | 1.6
Cc1cccnc1C(NC(=O)C1CCN(CCCOc2ccc(F)cc2)CC1)c1ccccc1 (stereo not drawn) | -2 | -9 | -8 | -2 | -2 | · | -1 | 1.5
CCOc1ccc(NS(=O)(=O)c2ccc(NC(=O)C3CC3)cc2)cc1 | 7 | -4 | · | · | · | 14 | -1 | -2.3
C=CCn1c(=O)c2ccc(C(=O)NCc3ccccc3)cc2n(Cc2cccc(Cl)c2)c1=O | -3 | · | 9 | 1 | -6 | · | 1 | -2.6
COCCCNc1nnc(Cc2ccc(Cl)cc2)c(=O)[nH]1 | 0 | -56 | · | · | 13 | 10 | -2 | 10*
COc1ccc(NCc2nnc(SCC(=O)Nc3ccccc3)n2C)cc1 | 1 | -2 | -4 | · | -1 | -7 | -1 | 3.0
Cn1ccc2c(-c3ccc(CO)cc3)cc3c(c21)C1CCC3C1 (stereo not drawn) | 4 | -19 | 4 | -11 | -1 | 13 | 0 | -0.6
O=S(=O)(c1ccc(F)cc1)N1CCCCN2[C@H](C1)[C@@H](c1ccc(-c3cncnc3)cc1)[C@@H]2CO | 0 | 0 | -1[16.7 µM] | -6 | -1 | 5 | 3 | -0.3
Oc1ccc(/C(Cc2ccccn2)=N\Nc2ccccc2)c(O)c1 | · | · | · | 0 | -5 | 20 | · | 1.4
CSCCC(NC(=O)/C(=C/c1ccc(F)cc1)NC(C)=O)C(=O)O (stereo not drawn) | 3 | 1 | -1 | 8 | 8 | -18 | 4 | 0.2
CSC(=NC#N)N1CCN(c2ccc(Cl)cc2)CC1 | -1 | -6 | 7 | -25 | -6 | · | -2 | ·
COc1ccc(S(=O)(=O)Nc2ccc3c(c2)C(=O)N([C@H](C)CO)C[C@H](C)[C@H](CN(C)CC2CC2)O3)cc1 | 7 | -4 | 43[16.7 µM] | -1 | -1 | 6 | 0 | -0.4
CC(C)(O)c1[nH]c2ccc(C(F)(F)F)cc2c1C(C)(C)O | -7 | -5 | -23 | · | -10 | -13 | 1 | 0.1
COc1ccc(C2CC(c3ccc(Cl)c(Cl)c3)Nc3nc(N)nn32)cc1 (stereo not drawn) | 2 | 12 | · | · | -11 | 1 | -2 | 1.5
CCN1C[C@@H]2[C@@H]3C(=O)N(C)C(=O)[C@@H]3[C@](C)(C1=O)N2C(=O)c1ccc(Cl)c(Cl)c1 | -1 | -6 | · | · | 1 | 8 | -7 | -0.7
Cc1ccc(NC(=S)N2CCN(S(=O)(=O)c3ccc(F)cc3)CC2)cc1 | 3 | 8 | · | · | · | 5 | 3 | -2.1
O=C(CSc1ccc2nnc(-c3ccc(F)cc3)n2n1)NCc1ccco1 | -1 | -14 | · | -1 | · | · | 9 | ·
CCCCNC(=S)NCc1ccc2[nH]c3c(c2c1)CCCC3 | 0 | 32 | 7 | 6 | 3 | 15 | 13 | 1.2
CCOC(=O)C(NC(=O)c1ccccc1)(OCc1ccc(F)cc1)C(F)(F)F (stereo not drawn) | · | 4 | -6 | -7 | 1 | -33 | · | -0.2
CCC1Oc2ccc(C)cc2N(CC(=O)NCCN2CCCCCC2)C1=O (stereo not drawn) | -2 | 4 | · | -9 | · | -4 | 0 | 1.5

The list goes on; the last 3 above are carried over.
SMILES | PglD DTNB | Statin myotox sup | miR-122 sensor | PGC1a acetyl inh | FN deposit inh | INS-1E GSIS act | Cneo AK release | CFTR F508del cor
CCCCNC(=S)NCc1ccc2[nH]c3c(c2c1)CCCC3 | 0 | 32 | 7 | 6 | 3 | 15 | 13 | 1.2
CCOC(=O)C(NC(=O)c1ccccc1)(OCc1ccc(F)cc1)C(F)(F)F (stereo not drawn) | · | 4 | -6 | -7 | 1 | -33 | · | -0.2
CCC1Oc2ccc(C)cc2N(CC(=O)NCCN2CCCCCC2)C1=O (stereo not drawn) | -2 | 4 | · | -9 | · | -4 | 0 | 1.5
CCOC(=O)c1[nH]c(C)c(C(=O)N2CCN(c3ccc(OC)cc3)CC2)c1C | 1 | -6 | -17 | 5 | 4 | 4 | 2 | ·
O=C(CCc1ccccc1)N1N=C(c2ccncc2)CC1(O)C(F)(F)F (stereo not drawn) | · | · | -3 | -7 | -33 | 6 | · | -1.0
COc1ccc(Cn2nnnc2CN(CCCN2CCOCC2)Cc2cc3cc(OC)ccc3[nH]c2=O)cc1 | · | · | · | -3 | -10 | 4 | · | -1.5
CC(=O)N(C)C[C@@H]1Oc2ncc(-c3ccccc3C)cc2C(=O)N([C@H](C)CO)C[C@H]1C | -7 | 3 | -6[16.7 µM] | -9 | -4 | 6 | 0 | 3.6
COc1ccc(CCC(=O)Nc2c(-c3ccc(N(C)C)cc3)[nH][nH]c2=O)cc1 | -1 | 15 | 0 | 8 | 4 | 3 | -25 | -5.0
O=C(O)c1ccc(Nc2nc3ccccc3nc2NS(=O)(=O)c2ccc(F)cc2)cc1 | -1 | 5 | 6 | 19 | 3 | -39 | -1 | 0.4
CCN1C(=S)N[C@@H](c2cccc(F)c2)C(C(=O)OC)=C1C | 6 | 17 | 0 | -43 | -11 | -12 | 1 | -1.8
COc1ccc(-n2nc3c(c2NC(=O)CCl)CSC3)cc1 | -5 | -3 | · | · | 3 | -4 | 1 | -0.3
O=C(NNC(=O)c1ccc(NC(=O)c2ccccc2)cc1)c1ccccc1 | · | · | -8 | -3 | 7 | 14 | · | -0.6
COc1ccc(S(N)(=O)=O)cc1C(=O)NCCCN1CCN(c2cccc(Cl)c2)CC1 | 7 | 2 | 4 | -1 | · | · | 1 | ·
O=C(O)c1ccccc1C(=O)NC1CCCc2ccccc21 (stereo not drawn) | 2 | -7 | -1 | 7 | -17 | 11 | 1 | -0.8
Cc1c(Cc2ccc3c(c2)OCO3)sc(NC(=O)C(C)(C)C)c1C#N | -2 | -3 | 4 | -10 | 21 | 0 | 4 | 3.4
O=C(Nc1ccc(NC(=O)c2ccc(Cl)cc2Cl)cc1)c1cccs1 | 0 | -25 | · | · | -8 | 12 | 1 | 0.6
Cc1ccc(-c2ccc(=O)n(CC(=O)NCCCN3CCCCC3C)n2)cc1 (stereo not drawn) | -6 | -6 | -3 | 0 | · | · | 1 | ·
O=C(CN1CCOCC1)NNC(=O)c1ccc(Cl)cc1 | -5 | 4 | · | · | 4 | 5 | 0 | 2.5
CC(=O)Nc1cccc(NC(=O)C2CC(=O)N(c3ccc(C)cc3)C2)c1 (stereo not drawn) | 0 | 10 | 1 | -2 | · | 23 | 1 | -1.8
C[C@@H]1CN([C@@H](C)CO)C(=O)c2cccc(N(C)C)c2O[C@H]1CN(C)S(=O)(=O)c1cccs1 | -2 | -30 | -4[16.7 µM] | 7 | 4 | 5 | 0 | 1.1
Cc1ccc2ncccc2c1 | -4 | 2 | -3 | -9 | · | -14 | 0 | -0.7
Oc1[nH]c2ccc(Br)cc2c1N=NC(=S)NCC1CCCO1 (stereo not drawn) | -6 | -6 | -1 | 6 | -4 | -15 | -1 | 0.3
Cc1cc2nc3c(=O)[nH]c(=S)[nH]c3nc2cc1NC(=O)C(F)(F)F | -1 | 8 | · | · | 3 | 20 | -1 | 7.6
Cc1ccc(CNC(=O)C(=O)c2cn(CC(=O)N3CCCC3)c3ccccc23)cc1 | 0 | 1 | · | -11 | -1 | -13 | 0 | 2.8
S=C(Nc1ccc(Cl)c(Cl)c1)NC1CCN(Cc2ccccc2)CC1 | -4 | -95 | -15 | -1 | · | · | -2 | ·
CNC(=S)N1N=C(c2ccc(OC)cc2)CC1c1ccc(N(C)C)cc1 (stereo not drawn) | 2 | 23 | 1 | -1 | · | -24 | 2 | ·
Cc1cnc(NC(=O)CSCc2c(C)noc2C)s1 | 1 | -3 | 1 | 1 | -13 | -1 | 1 | 1.2
CC(C)NC(=O)Nc1cccc2c1O[C@H](CN(C)Cc1ccncc1)[C@H](C)CN([C@H](C)CO)C2=O | -1 | -17 | 5[16.7 µM] | -2 | · | 19 | 0 | -2.3
New compounds follow:
SMILES | PglD DTNB | Statin myotox sup | miR-122 sensor | PGC1a acetyl inh | FN deposit inh | INS-1E GSIS act | Cneo AK release | CFTR F508del cor
CCOc1ccc(NC(=O)CCc2ccc(C)o2)cc1 | · | -13 | 0 | 4 | 3 | 2 | 0 | -3.7
CCC1CCCCN1CCCNC(=O)CN1C(=O)c2cccnc2Oc2ccc(Cl)cc21 (stereo not drawn) | -5 | 9 | -4 | -10 | 1 | 26 | 2 | -1.2
O=C(C[C@H]1CC[C@@H](NS(=O)(=O)c2ccc(F)cc2)[C@H](CO)O1)NCc1ccccc1F | · | · | · | -4 | 3 | 6 | · | 1.8
CC(C)CC#Cc1ccc2c(c1)O[C@H](CN(C)C(=O)Cc1cccnc1)[C@H](C)CN([C@H](C)CO)S2(=O)=O | 1 | 4 | · | -10 | 6 | -12 | -1 | -0.7
O=C(CSC1=NCCS1)Nc1ccccc1F | -2 | 2 | 3 | -30 | · | · | 1 | ·
COc1ccc(-n2nc(C)c3c(=O)c4c([nH]c32)CCCC4)cc1 | -3 | 4 | 3 | -3 | -5 | 9 | -3 | 1.4
CCCc1cc(=O)oc2c(C)c(OCC(=O)NCCCN3CCOCC3)ccc12 | 5 | 3 | 1 | 3 | -1 | 13 | -4 | -1.6
CCN(CC)c1nc(N)n(CCSC(=S)N(C)C)c(=O)n1 | · | 12 | · | 0 | 0 | 14 | · | 0.1
O=C(c1ccc2c(c1)OCO2)N1C[C@@H]2[C@H](c3ccccc31)[C@@H](CO)N2CC1CCCC1 | 0 | -35 | -3[16.7 µM] | 8 | · | 1 | 0 | -0.6
O=C(C1=C(O)C(=O)N(CC2CCCO2)C1c1ccc(Cl)cc1)c1ccco1 (stereo not drawn) | 1 | 24 | · | · | -1 | 21 | 10 | -2.5
CCOc1ccc(NC(=O)CN(C)c2nnnn2-c2ccccc2)cc1OCC | -3 | 7 | 3 | 1 | -4 | · | 5 | ·
CCOc1ccccc1NC(=O)NC(C)c1ccc2c(c1)OCO2 (stereo not drawn) | -2 | 9 | 10 | · | -3 | -19 | 3 | -3.8
CCCN1C(=O)C(=O)N(CC(=O)c2cc(C)n(C3CC3)c2C)C1=O | 5 | -12 | -3 | -3 | -5 | 13 | 1 | 5.7

Screens deposited in PubChem by Broad Institute.
